NCOA1 inh: SRC1 coactivator transcriptional activity inhibitors, primary screen, cell-based, luminescence; inhibition, % at 3.6 µM; HEK293 GAL4-SRC1 luciferase reporter; 360,000 tested, 0.12% active;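 active = inhibition above the campaign mean plus 3 SD, with each screening campaign given its own cutoff, cut at about 60% in these data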;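 note: 0% = DMSO treated cells and 100% = gossypol at 36 µM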
CF NFkB inh: inhibitors of PAF-induced NF-kB signaling, primary screen, cell-based, GFP fluorescence, uHTS; KKLEB NF-kB-GFP reporter, GFP fluorescence overnight; inhibition, % at 5 µM; 360,000 tested, 0.86% active; AID 588850, 2011;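 active = at least 50% inhibition at 5 µM, scaled per plate between neutral and stimulator controls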;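 note: PAF is a Pseudomonas aeruginosa culture filtrate used as stimulus; plate controls were PAF-stimulated DMSO wells for no effect and unstimulated DMSO wells for full effect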
TWEAK-Fn14 inh: inhibitors of TWEAK-Fn14 signaling, primary screen, luciferase reporter cells, uHTS; TWEAK-stimulated Fn14 reporter cells, luciferase luminescence, 8 h; inhibition, % at 10 µM; 360,000 tested, 2% active; in the data active = inhibition above about 50%
NR2F2 inh: NR2F2 transcriptional activity inhibitors, primary screen, cell-based, luciferase reporter, HEK293T, luminescence | inhibition, % at 8.6 µM | 370,000 tested, 0.7% active | HEK293T NGFI-A luciferase reporter | COUP transcription factor 2 (Homo sapiens), P24468;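 active = inhibition above a per-plate cutoff, mean inhibition of test wells between control levels plus 3 SD, cut at about 38% in these data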;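 note: cells cotransfected with COUP-TFII expression vector driving the NGFI-A reporter; 0% = median of COUP-TF2 test wells and 100% = reporter-only cells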
Target sequence (P24468 whole entry, looked up): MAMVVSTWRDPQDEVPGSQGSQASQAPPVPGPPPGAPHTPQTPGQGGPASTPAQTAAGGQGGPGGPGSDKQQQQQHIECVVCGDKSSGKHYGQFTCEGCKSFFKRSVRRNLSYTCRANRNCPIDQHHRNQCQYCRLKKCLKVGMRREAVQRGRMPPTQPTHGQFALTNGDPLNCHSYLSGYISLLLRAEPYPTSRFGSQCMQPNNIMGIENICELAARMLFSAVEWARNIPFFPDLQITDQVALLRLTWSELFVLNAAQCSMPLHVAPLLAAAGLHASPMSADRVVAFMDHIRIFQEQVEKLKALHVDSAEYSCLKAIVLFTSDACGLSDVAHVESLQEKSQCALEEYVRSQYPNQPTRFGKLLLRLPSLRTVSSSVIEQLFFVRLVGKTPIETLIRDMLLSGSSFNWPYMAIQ
LRH-1 inv ag: LRH-1 (NR5A2) inverse agonists, primary screen, cell-based, luminescence, HEK293T, StAR-luciferase reporter | LRH-1 transfected, 24 h | 360,000 tested, 0.13% active | inhibition, % at 3.6 µM | Nuclear receptor subfamily 5 group A member 2 (Homo sapiens), O00482;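 active = inhibition above the mean inhibition of all tested compounds plus 3 SD, cut at about 73% in these data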;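 note: 0% = DMSO wells and 100% = reporter-only cells lacking LRH-1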
Target sequence (O00482 whole entry, looked up): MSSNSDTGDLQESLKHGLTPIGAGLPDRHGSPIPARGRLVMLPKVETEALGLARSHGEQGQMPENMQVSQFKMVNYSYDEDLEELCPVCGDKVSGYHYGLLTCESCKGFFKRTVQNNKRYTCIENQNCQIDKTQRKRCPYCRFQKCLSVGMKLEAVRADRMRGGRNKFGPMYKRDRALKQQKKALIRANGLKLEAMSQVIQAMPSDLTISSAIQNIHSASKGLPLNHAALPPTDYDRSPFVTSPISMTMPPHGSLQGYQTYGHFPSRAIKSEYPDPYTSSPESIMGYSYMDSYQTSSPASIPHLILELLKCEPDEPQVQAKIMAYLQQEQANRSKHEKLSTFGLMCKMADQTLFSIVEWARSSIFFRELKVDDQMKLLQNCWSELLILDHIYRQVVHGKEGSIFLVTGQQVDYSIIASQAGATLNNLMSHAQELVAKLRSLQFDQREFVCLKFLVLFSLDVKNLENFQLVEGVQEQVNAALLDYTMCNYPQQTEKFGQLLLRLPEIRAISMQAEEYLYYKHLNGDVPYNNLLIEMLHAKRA
KKLEB cytotox: cytotoxicity in KKLEB CF airway cells, primary screen, cytotoxicity control for CF NF-kB inhibitor project, cell-based, uHTS, fluorescence assay plates; KKLEB CF airway cells viability, ATPlite luminescence, overnight; stronger effect = lower value; cells stimulated with P. aeruginosa culture filtrate; activity change (cytotoxicity), % at 5 µM; 360,000 tested, 0.36% active; AID 602141, 2011;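 active = corrected activity change at or below -50% at 5 µM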
NCOA2 inhibitor: inhibition of GAL4-SRC2 driven luciferase reporter, primary screen, SRC2 inhibitor project, cell-based, luminescence; HEK293 GAL4-SRC2 luciferase reporter; 370,000 tested, 0.17% active; Nuclear receptor coactivator 2 (Homo sapiens), Q15596; inhibition, % at 9 µM;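 active = inhibition above the mean inhibition of all tested compounds plus 3 SD, set per campaign, cut at about 52% in these data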;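 note: 0% = DMSO treated cells and 100% = cells given Gossypol at 36 µM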
LMP1 NFkB inh: EBV LMP1-driven NF-kappaB luciferase reporter inhibitors, primary screen, cell-based, luminescence, single point; 350,000 tested, 0.69% active; LMP1-induced NF-kappaB luciferase reporter cells; inhibition, % at 12.5 µM; AID 504558, 2011; in the data active = inhibition above about 41%;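 note: 0% = neutral control wells and 100% = reference inhibitor control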
C8 TRAIL sens: viability loss with TRAIL in NB7+C8 cells, primary screen, TRAIL sensitizer project, cell-based, ATPlite luminescence; inhibition (viability loss, TRAIL sensitization), % at 10 µM; 360,000 tested, 1% active; AID 624354, 2012;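 active = compounds causing at least 50% loss of cell viability in the single-dose screen, relative to plate controls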
TROY signal inh: inhibitors of TROY-driven NF-kB signaling, primary screen, Q293 LMP1-TROYcd cells, NF-kB luciferase, uHTS; inhibition, % at 10 µM; 360,000 tested, 0.98% active; AID 1347056, 2019; Q293 LMP1-TROYcd NF-kB luciferase reporter, 4 h;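 active = compounds whose plate-normalised and pattern-corrected inhibition of the luciferase reporter signal at the single screening dose is 50% or more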
SRC3 inh: SRC3 coactivator transcriptional activity inhibitors, primary screen, cell-based, luminescence; inhibition, % at 3.6 µM; 360,000 tested, 0.17% active; Nuclear receptor coactivator 3 (Homo sapiens), Q9Y6Q9; HEK293 GAL4-SRC3 luciferase reporter;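 active = inhibition above a per-campaign cutoff, the mean of all compounds plus 3 SD, cut at about 60% in these data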;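 note: 0% = DMSO-treated cells and 100% = gossypol-treated cells at 36 µM; higher means less SRC3-driven luciferase light from the GAL4 reporter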
The depositor's hits bear a star; · = not tested or not shown.

nr	Structure	LRH-1 inv ag	C8 TRAIL sens	LMP1 NFkB inh	TWEAK-Fn14 inh	SRC3 inh	KKLEB cytotox	TROY signal inh	CF NFkB inh	NCOA1 inh	NCOA2 inhibitor	NR2F2 inh
1	O=[N+]([O-])c1cc2c(cc1CN1CCN(c3ccc(F)cc3)CC1)OCO2	-8	1	14	-11	2	10	18	-1	-20	4	3
2	CC(=O)Nc1ccc(Nc2cc(C)nc(Nc3ccc(NC(C)=O)cc3)n2)cc1	11	7	-2	-3	-3	14	2	-13	-15	7	-23
3	O=C(Cn1cc(C(F)(F)F)ccc1=O)N1CCc2ccccc21	-2	-8	-4	-3	3	-6	-32	18	-4	2	-16
4	O=c1c2[nH]c3cccc(Cl)c3c2ncn1CCN1CCCCC1	-7	-9	-2	-5	-17	8	-6	-12	-3	0	-9
5	O=C(O)c1ccc(N2C(=O)c3ccc(C(=O)c4cccc([N+](=O)[O-])c4)cc3C2=O)cc1	-6	-4	3	0	18	-4	-24	1	1	-29	7
6	O=C(COc1ccccc1Cl)NNC(=O)c1ccc2nc[nH]c2c1	14	-6	-1	22	12	0	-10	6	-4	1	6
7	CC(=O)Oc1cc2c(C(=O)NCCCN3CCOCC3)c(C)oc2c2ccccc12	-1	-19	-13	3	-3	-9	7	4	-1	-18	-6
8	Brc1ccc(-c2noc(-c3ccccc3)n2)o1	-73	28	-36	-28	-106	5	-39	-15	-111	-41	-18
9	CN(c1ccc(OCC(=O)NC2CCC(O)CC2)cc1)S(=O)(=O)c1ccc(Cl)cc1 (centres undefined)	-10	-12	-8	-6	3	8	-7	2	-4	-27	-7
10	COc1cc(OC)cc(-c2c(-c3cccs3)c3cc(-c4ccc(OC)cc4F)ccc3n2C)c1	14	-2	-10	-19	-13	6	-28	-5	-1	8	-2
11	COc1ccc2c(c1)CCc1c(C(=O)NCc3ccc(Cl)cc3)noc1-2	9	3	-27	-3	1	13	-6	0	-1	-32	-4
12	O=C(Oc1cccc(-n2cnnn2)c1)c1sc2ccccc2c1Cl	3	-4	7	11	2	-12	44	10	-28	-7	-7
13	O=C(Nc1cccc(S(=O)(=O)N2CCCCC2)c1)c1ccc2ccccc2n1	-15	1	6	21	6	-5	-53	-1	-2	-6	-3
14	O=C(c1ccccc1F)N1CCN(S(=O)(=O)c2ccc3ccccc3c2)CC1	6	-5	0	-9	-8	1	4	18	2	3	7
15	CCNS(=O)(=O)c1cc(-c2nnc(OC)c3ccccc23)ccc1C	2	2	11	-3	-7	15	10	18	13	-36	4
16	COc1ccccc1C(=O)N1CCN(Cc2cn[nH]c2-c2ccc(F)cc2F)CC1	6	5	12	1	13	2	-2	30	-5	22	8
17	O=C(C1=C(O)C(=O)N(c2ncccn2)C1c1ccc(F)cc1)c1ccco1 (centres undefined)	13	-2	4	35	-4	-4	19	-1	-20	0	0
18	COc1ccc(S(=O)(=O)N(C)C[C@H]2Oc3c(NS(=O)(=O)c4ccc(F)cc4)cccc3C(=O)N([C@H](C)CO)C[C@@H]2C)cc1	-7	1	-4	-6	0	-5	2	8	-17	-4	-4
19	O=C(O)Cn1c(-c2cscn2)nc2ccccc21	0	-28	-3	3	18	-9	-8	18	0	-8	3
20	COc1ccc(NC(=O)N2CCN(C(=O)Nc3ccc(OC)cc3)CC2)cc1	-5	7	-5	-3	17	5	-12	14	3	-7	-6
21	Cc1cnc(NC(=O)c2cccc(S(=O)(=O)N3CC(C)OC(C)C3)c2)s1 (centres undefined)	6	8	-6	-20	8	-8	10	20	5	-11	10
22	O=C(/C=C/c1ccco1)N(Cc1cccc(Br)c1)C1CCS(=O)(=O)C1 (centres undefined)	-8	7	0	12	20	-6	0	-10	6	14	-11
23	COc1ccc2c(Cl)c(-c3nnc(SCC(=O)c4ccccc4)n3C)sc2c1	15	5	1	1	-5	7	12	-2	-9	-9	16
24	CN(CCC#N)C(=O)COC(=O)c1ccc(CNS(=O)(=O)c2ccc(F)c(Cl)c2)cc1	16	4	-3	-12	-4	-2	-4	9	1	12	12
25	O=C(COC(=O)c1ccccc1O)NCCC1=CCCCC1	-9	1	-3	-24	-28	-10	-24	19	-27	-14	-52
26	O=S1(=O)N[C@@H](Cc2ccccc2)COc2cccc(N3CCN(Cc4ccccc4F)CC3)c21	10	3	·	30	·	·	24	·	·	-2	-8
27	COc1ccc(C(=O)c2ccc(-c3ccc(OC)cc3)nc2)cc1	-7	-8	·	-17	7	5	2	7	-21	1	-7
28	CCSCc1nnc(SCC(=O)Nc2cccc(C(C)=O)c2)n1C	8	-3	-4	3	12	-6	5	-15	-4	8	-25
29	COc1cccc(S(=O)(=O)Nc2cccc(C(=O)N3CCCC3)c2)c1	4	-3	1	12	14	-9	-19	7	6	33	16
30	C=CCn1c(CCNC(=O)c2ccco2)nc2ccccc21	19	2	0	16	5	6	-40	-12	6	-41	-6
31	O=C(N/N=C/c1cc(Br)ccc1O)c1cccc(N2CCCC2=O)c1	-2	44	-4	3	56	-14	-23	13	18	12	-2
32	CCn1nc(CC(=O)Nc2ccc(-n3cnnn3)c(C)c2)c2ccccc2c1=O	7	18	1	-4	17	-3	17	-10	1	-6	-8
33	Cc1cc(N/N=C/c2ccccc2F)c2ccccc2n1	17	1	-8	3	9	0	-22	14	-50	1	18
34	COc1ccc(NC(=O)c2ccc(CN3CCN(c4ccccc4)CC3)cc2)cc1	-1	26	12	-4	-26	-4	12	-9	-10	-10	48*
35	COc1cc(C(=O)NNC(=O)c2ccc(NC(=O)C(C)(C)C)cc2)cc(OC)c1OC	-17	-7	0	15	-12	1	4	-14	-1	-33	-10
36	COc1cc(OC)c2c(c1)C(=O)OC2OC (centres undefined)	-8	1	-1	5	16	3	-25	-4	7	-5	4
37	NC(=O)c1cccc(-c2ccnc3c2CC(C(=O)NCC2CC2)O3)c1 (centres undefined)	3	-11	·	17	3	9	-3	4	-6	-12	-21
38	Fc1cc(F)cc(NC(=S)N2CCC(c3ccccc3)C2)c1 (centres undefined)	-66	-2	-13	-9	-47	6	-19	-2	-42	-15	-17
39	CS(=O)(=O)Nc1cccc(NC(=O)c2cccc3c(-c4ccc(F)c(F)c4)coc23)c1	-2	-7	·	11	-15	9	1	-12	8	-23	2
40	CC(C)OCCCNC(=S)N1CCC(C(=O)c2ccc(Cl)cc2)CC1	12	-2	12	-13	14	-1	11	-4	21	15	18
41	CC(C)CC(C(=O)O)N1C(=O)C2C3c4ccccc4C(c4ccccc43)[C@@H]2C1=O (some centres undefined)	-14	-7	3	-6	10	-8	11	8	-19	-22	-22
42	O=C(O)c1cc2cc(F)ccc2[nH]1	7	-9	85*	-1	-3	16	-9	17	-3	-31	-1
43	CC1CC(C)CN(C(=O)CCNC(=O)c2ccccc2Cl)C1 (centres undefined)	0	-22	1	1	-2	2	-2	0	-7	8	-9
44	CCc1ccc2c(c1)cc(CN(C(=S)Nc1ccccc1)C1CC1)c1nnnn12	-7	2	-5	-52	-7	-3	11	14	14	-7	-6
45	CCCN(CCC)C(=O)CC(c1ccccc1)c1cc(Br)ccc1O (centres undefined)	-8	-1	6	1	6	-7	9	27	-8	22	16
46	COc1ccc(S(=O)(=O)N2CCCCC2)cc1NC(=O)CSc1nnc(C2CC2)n1C	6	-5	4	16	-2	-14	5	26	4	11	-18
47	COc1ccc(CCN(C)CC(O)c2ccccc2)cc1OC (centres undefined)	4	3	5	-3	3	-20	-3	7	5	-3	-5
48	COCCN(C(=O)COC(=O)c1ccccc1Cc1ccccc1)c1c(N)n(Cc2ccccc2)c(=O)[nH]c1=O	-19	-7	0	4	-3	-18	-1	-7	0	4	8
49	COc1cccc2c(=O)c3c(oc12)CCCC3	17	-3	-13	-20	-20	-4	4	17	1	-14	0
50	CCOC(=O)c1c(C2CC2)csc1NC(C)=O	0	-15	-25	5	-3	1	6	-2	-9	22	-4
51	S=C(NCC1CCCO1)N1CCN(Cc2ccccc2)CC1 (centres undefined)	21	-4	-1	7	10	2	10	-8	-17	-3	4
52	c1ccc(-c2nccc(-c3ccc(-n4cnc5ccccc54)cc3)n2)nc1	6	1	3	-5	-7	13	19	15	3	29	-9
53	CCN(Cc1ccccc1)C(=O)CSc1nc(C)cc2c1C(=O)OC2	6	0	0	0	13	4	-8	5	-20	-5	-16
54	O=C1C2CC=CCC2C(=O)N1Cc1nnc(-c2ccc(Cl)cc2)o1 (centres undefined)	-20	0	-18	-30	-37	-6	-66	-3	-27	-17	-34
55	Cc1ccc(C)c(Nc2nn3c(=O)c4ccc(C(=O)NCc5cccnc5)cc4nc3s2)c1	-18	24	-10	-18	5	-31	1	20	6	5	-8
56	CCn1c(CC(=O)Nc2ccc(Cl)cc2)nnc1SCC(=O)N1CCOCC1	4	10	-8	-10	4	-5	7	8	1	14	-14
57	COc1cc(C(=O)NNC(=O)Cc2ccc(S(=O)(=O)N3CCOCC3)s2)cc(OC)c1OC	3	0	2	11	14	0	14	21	-3	-18	-15
58	Fc1ccc(-c2nnc3ccc(N4CCCC4)nn23)cc1	2	9	-23	-27	-1	-1	-7	-14	8	-6	11
59	CCCCOc1ccc(C2CC(=O)NC2=O)cc1 (centres undefined)	10	9	-6	-9	-9	2	-7	8	-28	1	6
60	COc1ccc(C(=O)NCc2ccc(C)cc2)cc1S(=O)(=O)N1CCCc2ccccc21	-2	-13	1	30	-13	-2	5	25	-4	-9	-7

Additional structures follow.
nr	Structure	LRH-1 inv ag	C8 TRAIL sens	LMP1 NFkB inh	TWEAK-Fn14 inh	SRC3 inh	KKLEB cytotox	TROY signal inh	CF NFkB inh	NCOA1 inh	NCOA2 inhibitor	NR2F2 inh
61	Cc1c(CC(=O)O)c(=O)oc2c(C)c(OCc3ccc(F)cc3F)ccc12	-6	30	-11	3	-3	-1	-10	11	-2	18	17
62	O=C(Nc1ccc(O)cc1)c1ccccc1OCc1ccccc1	28	-7	0	15	10	-9	-8	4	13	9	-7
63	CCCc1nnc(SCC(=O)N2CCCC(C)C2)n1CC1CCCO1 (centres undefined)	9	-8	-3	-4	5	7	2	-16	-22	6	10
64	O=C1c2ccccc2C2(c3cc(C(F)(F)F)cc(C(F)(F)F)c3)NCCN12 (centres undefined)	15	-3	1	-17	-1	2	18	10	-17	-4	13
65	O=C(CN(CC1CCCO1)C(=O)CNS(=O)(=O)c1ccc(F)cc1)NCC1CCCO1 (centres undefined)	-5	-9	6	21	-23	4	20	-2	-22	-12	14

Screening results as filed in PubChem.

An unsorted share of the library, and some 4.2% of all compounds hit somewhere here.
